GLP-1R agonist: activates the human GLP-1 receptor. P43220. HEK293 GLP-1R CRE-luciferase, luminescence, 4-6 h; cells express a hypersensitive GLP-1R form. Potency, µM (highest dose often 45.6 µM), for the others: top-dose activation, most hits filed as activators. 0.007% of 380,000 active; further: potency means the concentration at half of the fitted maximal effect; % of control where 0% means no effect
Target sequence (P43220 whole entry, looked up): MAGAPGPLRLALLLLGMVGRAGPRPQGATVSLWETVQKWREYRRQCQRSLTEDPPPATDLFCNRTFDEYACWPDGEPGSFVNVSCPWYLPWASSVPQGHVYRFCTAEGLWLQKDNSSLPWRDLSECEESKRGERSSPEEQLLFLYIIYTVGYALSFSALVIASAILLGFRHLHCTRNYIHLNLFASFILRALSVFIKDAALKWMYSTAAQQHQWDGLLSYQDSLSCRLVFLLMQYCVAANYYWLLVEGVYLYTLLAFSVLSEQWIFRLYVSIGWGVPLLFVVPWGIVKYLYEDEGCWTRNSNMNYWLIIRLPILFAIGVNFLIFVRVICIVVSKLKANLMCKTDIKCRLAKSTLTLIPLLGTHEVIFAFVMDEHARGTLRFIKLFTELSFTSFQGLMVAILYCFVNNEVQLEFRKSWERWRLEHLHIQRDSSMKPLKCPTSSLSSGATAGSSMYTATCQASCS
GLP1R inv ag: acts as inverse agonist at human GLP-1 receptor | HEK293 GLP-1R CRE-luciferase, luminescence, 24 h; GLP-1R form is constitutively active | P43220 | Potency, µM (titrated, usually from 38.3 µM), without a hit: top-dose activity change, negative = inhibition, most hits filed as inhibitors | AID 624417 | 1.6% of 410,000 active; further: potency means the concentration at half of the fitted maximal effect; on the % scale 0 is the no-effect control and ±100 the full control effect; nearly all actives have a fitted effect of over 55% in size
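HEK293 cells stably co-expressing constitutively active GLP-1R and a cAMP-responsive luciferase reporter were seeded in DMEM with 10% Nu serum, given compounds after 12 h, and incubated 24 h at 37 deg C. Luminescence was then read.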
PLK1 PBD inh: inhibitors of human PLK1 polo-box domain binding; P53350; Plk1 PBD binding of FITC phosphopeptide, fluorescence polarization; Potency, µM, for inactives: max response, negative = inhibition, hits mostly inhibitors; 2.8% of 360,000 active; AID 720504; further: potency means the concentration at half of the fitted maximal effect; series mostly up to about 57 µM; on the % scale 0 is the no-effect control and ±100 the full control effect; nearly all actives have a fitted effect of over 65% in size
IL2 activator: activates IL-2 in a cell-based reporter assay; activation, % (series mostly up to about 46 µM); AID 652025; IL-2 activation reporter assay, cell-based qHTS; stimulated with anti-CD3/CD4/CD28 beads; in transgenic mouse T cells; 0.065% of 360,000 active; in the data active means activation above about 50%; inconclusive means mostly about 30% to 49%; further: 0% is about no effect
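Unstimulated transgenic mouse T cells, 750 per well, received compound and, after 60 minutes, anti-CD3/anti-CD4 bead plus anti-CD28 stimulation. EGFP and DsRed were quantified after 18 hours.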
GLP1R cytotox: cytotoxicity in counter-screen for GLP-1R inverse agonists | Potency, µM (highest dose often 38.3 µM), without a hit: at the top dose activity change, negative = inhibition, actives largely listed as inhibitors | 0.13% of 410,000 active | AID 624418 | HEK293 cAMP-luciferase reporter cells, luminescence, 24 h;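 further: loss of luciferase light is scored as toxicity; potency means the concentration at half of the fitted maximal effect; on the % scale 0 is the no-effect control and ±100 the full control effect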
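Luminescence readout: signal drop marks cytotoxicity. Plated cells grew 12 h at 37 °C, 5% CO2, received 23 nL compound for 24 h, then got luciferase reagent, read after 12 min at RT.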
WRN helicase inh: blocks human WRN helicase; Q14191; WRN helicase unwinding, fluorescent forked duplex, kinetic; Potency, µM (top dose mostly 114 µM), without a hit: at the top dose activity change, negative = inhibition, most hits filed as inhibitors; 0.46% of 360,000 active; AID 651768; further: potency means the concentration at half of the fitted maximal effect; on the % scale 0 is the no-effect control and ±100 the full control effect; nearly all actives have a fitted effect of over 55% in size
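Enzyme (20 nM final) and test compound sit together 15 min at room temperature before substrate addition. Substrate is a single-forked duplex oligonucleotide (100 nM) labelled with fluorophore and quencher, with 2 mM ATP; helicase unwinding raises red fluorescence, read kinetically.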
D3 antag: D3 dopamine receptor (human) antagonism. P35462. D3R cells, DiscoveRx beta-arrestin luminescence, antagonist mode; stronger effect = lower value. max response, negative = inhibition, %. 2.5% of 360,000 active. AID 652054; in the data active means max response below about -50%; inconclusive means no clear call, values can overlap the other calls; further: on the % scale 0 is the no-effect control and ±100 the full control effect; mostly tested at two doses, the higher about 12 µM
Target sequence (P35462 whole entry, looked up): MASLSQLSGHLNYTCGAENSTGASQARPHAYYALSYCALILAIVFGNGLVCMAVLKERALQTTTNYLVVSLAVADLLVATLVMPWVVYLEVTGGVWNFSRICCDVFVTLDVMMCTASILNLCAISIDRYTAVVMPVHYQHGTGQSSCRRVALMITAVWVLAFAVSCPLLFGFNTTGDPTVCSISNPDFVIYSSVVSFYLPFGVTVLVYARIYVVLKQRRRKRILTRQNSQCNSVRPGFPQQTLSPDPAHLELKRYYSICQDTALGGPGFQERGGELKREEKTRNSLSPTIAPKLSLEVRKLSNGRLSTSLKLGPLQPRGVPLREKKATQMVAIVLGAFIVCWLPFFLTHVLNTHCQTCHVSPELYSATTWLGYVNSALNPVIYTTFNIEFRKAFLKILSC
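Cells plated overnight at 1500 cells/well, then exposed to library compounds with dopamine controls for 90 minutes at 37 degrees C. DiscoveRx reagent added for 30–60 minutes at room temperature; luminescence read, quantitative HTS format.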
PI5P4K alpha inh: blocks human PI5P4K alpha kinase activity | 1.2% of 330,000 active | PI5P4Kalpha enzyme, ADP-Glo luminescence, 60 min; stronger effect = lower value | max response, % | AID 652105; active means max response of -50% or lower; inconclusive means between -30% and -50%; inactive means -30% or higher; further: value at the top dose of about 77 µM; on the % scale 0 is the no-effect control and ±100 the full control effect
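qHTS, 1536-well: enzyme/substrate mix, compound by pin tool, 5 microM ATP final; RT 60 min; ADP-Glo reagents 1 (45 min) then 2 (30 min); luminescence.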
D3 ag: agonists of human D3 dopamine receptor | 0.58% of 410,000 active | D3R DiscoveRx beta-arrestin cells, luminescence, 90 min | max activation, %; in the data active means max activation above about 30%; further: 0% is about no effect; mostly tested at two doses, the higher about 12 µM
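Agonist mode: compounds and dopamine controls were applied to plated cells for 90 min at 37 degrees C after an overnight attachment at 1500 cells/well. Luminescent read-out followed 30 - 60 minutes at room temperature with DiscoveRx detection reagent.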
Starred values were filed as active, the others as inactive; ? = inconclusive; · = no result given; & = joins results of further samples; [ ] = remark or other dose. Unless noted, the call rests on the fitted dose curve; in most records, active means well fitted curve in the direction sought with a large enough effect; inconclusive means small, poorly fitted or top-dose-only effect, or another doubt; inactive means no such curve, though single readings can be large; an effect the other way counts as inactive or inconclusive.

SMILES | GLP-1R agonist | GLP1R inv ag | PLK1 PBD inh | IL2 activator | GLP1R cytotox | WRN helicase inh | D3 antag | PI5P4K alpha inh | D3 ag
CCCC(=O)NC(c1cccc([N+](=O)[O-])c1)c1ccc2cccnc2c1O (stereo not given) | -5% | ? | 1% | -4.0 | ? | 8% | 13 | -11 | -1
COC(=O)c1ccc(Cn2nnc3ccccc32)cc1 | 8% | 26% | -11% | -0.4 | 3% | 7% | 0 | 0 | -1
O=C(COC(=O)c1cc[n+]([O-])cc1)Nc1ccc(Cl)cc1Cl | 3% | 27% | 2% | -0.5 | -21% | 4% | 4 | -6 | -13
CCN1CCN(c2sc(S(=O)(=O)CC)nc2S(=O)(=O)c2ccc(C)cc2)CC1 | 7% | -17% | -3% | -0.6 | -3% | -4% | -80* | 11 | -8
Cc1cc(NC(=O)CCCn2nc([N+](=O)[O-])c(Br)c2C)no1 | 12% | 5% | -1% | 0.1 | -21% | -4% | -2 | -3 | -4
O=C(CC1C(=O)NCCN1Cc1ccccc1)NC1CCCCCC1 (stereo not given) | -6% | 20% | -24% | -2.6 | 2% | -8% | -15 | -1 | -9
CCOC(=O)c1cnc2c(N=Nc3ccccc3)c(N)nn2c1N | 1% | 2% | -2% | -1.6 | 1% | -5% | 2 | · | 1
Cc1ccc(NC(=O)CN(C)C(=O)C(c2ccccc2)c2ccccc2)cc1 | -24% | ? | 2% | -3.2 | -22% | -16% | -16 | 7 | -15
CC1CCc2c(nc3ncnn3c2Nc2ccc(OC(F)(F)F)cc2)C1 (stereo not given) | 2% | 11µM* | -6% | -0.3 | 1% | -24% | 30 | 7 | -2
Cc1ccc(C(=O)CC(=O)c2ccc(C(C)(C)C)cc2)cc1 | -6% | 8% | -14% | -0.5 | -4% | -6% | -11 | 22 | 2
Cc1cc(C)nc(NC(=O)C(c2ccccc2)c2ccccc2)c1 | -1% | ? | -3% | -0.9 | 1% | -8% | 0 | 3 | 1
CCCn1c(SCC(=O)c2cc(C)n(C3CC3)c2C)n[nH]c1=O | 8% | 8% | 2% | -3.6 | -3% | -15% | -1 | 0 | 6

One compound at a time, as listed above.
`O=C(COC(=O)c1cc[n+]([O-])cc1)Nc1ccc(Cl)cc1Cl` in the list: GLP-1R agonist = 3%; GLP1R inv ag = 27%; PLK1 PBD inh = 2%; IL2 activator = -0.5; GLP1R cytotox = -21%; WRN helicase inh = 4%; D3 antag = 4; PI5P4K alpha inh = -6; D3 ag = -13
`CCCn1c(SCC(=O)c2cc(C)n(C3CC3)c2C)n[nH]c1=O` in the list: GLP-1R agonist = 8%; GLP1R inv ag = 8%; PLK1 PBD inh = 2%; IL2 activator = -3.6; GLP1R cytotox = -3%; WRN helicase inh = -15%; D3 antag = -1; PI5P4K alpha inh = 0; D3 ag = 6

Continuation.
SMILES | GLP-1R agonist | GLP1R inv ag | PLK1 PBD inh | IL2 activator | GLP1R cytotox | WRN helicase inh | D3 antag | PI5P4K alpha inh | D3 ag
CON(c1nc(Cl)nc(N(C)C)n1)S(=O)(=O)c1ccccc1Cl | -5% | ? | -9% | 1.4 | -20% | -7% | ? | 3 | -15
O=C(CCCC1=NS(=O)(=O)c2ccccc2N1)N1CCN(c2ccccc2)CC1 | 1% | ? | 0% | -0.9 | -17% | 0% | 5 | · | 2
O=C(NCCc1ccccc1)c1ccccc1F | 0% | ? | -7% | 0.9 | 0% | 8% | 3 | 0 | 3
Cc1ccc(SC/C(O)=C(\C#N)c2nc3ccccc3n2C)cc1 | -1% | -9% | 8% | 8.0 | -22% | -2% | -10 | -6 | -1
COC(CNC(=O)CN1CCN(Cc2ccccc2F)C1=O)OC | 3% | 12% | 0% | 0.0 | 4% | 2% | 14 | -2 | 3
O=C(Nc1ccccc1C(F)(F)F)N1CCN(c2ccccn2)CC1 | 5% | -9% | -6% | -1.1 | 0% | 3% | -2 | 0 | 2
CN(C)S(=O)(=O)c1ccc(C(=O)NNC(=O)C2COc3ccccc3O2)cc1 (stereo not given) | -4% | 1% | -9% | -0.4 | 16% | -10% | -3 | -7 | 8
COCCSc1ccccc1C(=O)Nc1ccc(Br)cc1 | 8% | ? | 3% | 0.2 | 3% | 3% | -17 | -5 | 0
COC(=O)c1ccccc1C(=O)c1cccc2ccccc12 | 3% | ? | -15% | -2.1 | -19% | 8% | 1 | 5 | -4
CN1OC[C@@H]2CN[C@H](c3ccc(-c4cc5ccccc5o4)cc3)C[C@@H]21 | -7% | -76% | 5% | -2.3 | -14% | 7% | -17 | 0 | 3
Cc1ccc(NC(=O)c2sc3nc(C)cc(C)c3c2N)cc1 | 12% | 2% | -9% | -5.8 | 130%[activator] | 5% | -11 | 4 | -7
Nc1c(N2CCN(c3ccccc3)CC2)c2ccccc2oc1=O | -16% | -5% | -12% | -0.2 | 2% | -16% | -24 | · | -30
O=C(Cc1nc2ccccc2[nH]1)c1ccc(Br)cc1 | 0% | -6% | -8% | -2.5 | -6% | -19% | -11 | -18 | -12
CCOC(=O)N1CCC(NC(=O)C2CCN(S(=O)(=O)c3c(C)noc3C)CC2)CC1 | -11% | 7% | -2% | 1.1 | -11% | -2% | 2 | 0 | -2
O=C(COC(=O)c1cccc(S(=O)(=O)N2CCN(c3ccccc3)CC2)c1)NCc1ccco1 | -36%[inhibitor] | -5% | -22% | -4.2 | -1% | ? | 13 | -54* | 5
O=C1C=C(NCc2ccc(Cl)c(Cl)c2)CC1 | -1% | ? | -4% | 0.2 | 4% | 6% | 17 | 0 | 3
OC[C@@H]1CN(Cc2ccncc2)C[C@H](n2cnc3c(N4CCCC4)ncnc32)O1 | 9% | 10% | 0% | 0.0 | 4% | 1% | 7 | -3 | 10
Cc1ccc(F)cc1NC(=O)c1ccc(OCC2CCCO2)cc1 (stereo not given) | -1% | -2% | -6% | 2.0 | -4% | 1% | 9 | -4 | -6
COCCCn1c(C(=O)NCCN2CCOCC2)cc2c(=O)n3cccc(C)c3nc21 | 2% | 103%[activator] | -8% | -0.2 | 64%[activator] | -16% | -54* | 1 | 2
COc1ccc(N(CC(=O)Nc2cccnc2)S(C)(=O)=O)cc1 | 2% | -4% | -6% | -0.6 | -18% | 5% | 4 | -5 | -2
Cc1ccnc2nc(C(=O)N3CCN(S(=O)(=O)c4ccccc4)CC3)nn12 | 7% | 10% | -6% | 2.0 | 11% | -3% | 16 | 0 | 1
OC(COc1ccc(CN2CCSCC2)cc1)CN1CCCCC1 (stereo not given) | 0% | ? | -1% | 0.7 | -30% | -3% | 0 | -3 | -12
CN(c1ccc(C(=O)NC2CCCC2)cc1)S(=O)(=O)c1ccccc1 | 14% | ? | 0% | 0.4 | -12% | 2% | 4 | -1 | 3
Nn1c(-c2cccc(Br)c2)n[nH]c1=S | -6% | 4% | -17% | 1.4 | -5% | 2% | -85* | ? | -15
CCCc1cc(=O)[nH]c(Nc2cc(OC)ccc2OC)n1 | -2% | -9% | -9% | -3.6 | -1% | -19% | -52* | 0 | -23
COC(=O)[C@]12CCCCC=C1N(Cc1cccc3ccccc13)C(=O)[C@H](CC(=O)N1CCCCC1)C2 | 7% | ? | -1% | 0.6 | -9% | -1% | 8 | -4 | 0
O=C(NCC12CC3CC(CC(C3)C1)C2)c1cc2nc(-c3ccccc3)cc(C(F)(F)F)n2n1 | 0% | -6% | · | · | -17% | · | · | · | 1
O=C(CCCOc1cccc(Br)c1)NC1CCC(O)CC1 (stereo not given) | 2% | 7% | 12% | 1.0 | 0% | -12% | -10 | 2 | -15
CCOc1ccc(C(OC(=O)c2ccco2)C(=O)NCc2ccc(C)cc2)cc1 (stereo not given) | 5% | ? | -16% | -2.3 | -23% | -4% | 22 | -2 | -7
CC(=O)Nc1cc2c(cc1C(=O)c1ccccc1)OCCO2 | 14% | 29% | -4% | 0.0 | 0% | -10% | -2 | 0 | 3
COC(=O)CC(=O)Cc1nc(N)nc(Nc2ccc(C)c(C)c2)n1 | 7% | 6% | -2% | 0.4 | -8% | -13% | 7 | · | 7
CC(=O)c1ccc(NC(=O)c2ccc3nc(-c4ccco4)c(-c4ccco4)nc3c2)cc1 | -6% | ? | 24µM* | -0.4 | -21% | 25µM* | 1 | -110* | -3
Cc1c(O)c(=O)ccn1Cc1ccccc1 | 7% | -20% | 5% | 1.2 | -36% | 13% | 11 | 3 | 17
COc1ccc(CN2CCN(c3cc(C)nc4c5c(C)cc(C)nc5nn34)CC2)cc1F | 1% | 5% | 1% | 0.9 | -7% | 0% | -8 | -7 | -4
Cc1ccc(-n2nc3c(Cl)nnc(C)c3c2C)cc1 | -8% | 3% | 0% | -0.1 | -1% | 10% | 15 | -3 | 5
COc1ccc(S(=O)(=O)N(CC(=O)NCC2CCCO2)C2CCCCC2)cc1OC (stereo not given) | 7% | 28% | -1% | -0.2 | -4% | -6% | -14 | 2 | -4
O=C(CCCn1cc([N+](=O)[O-])cn1)N1CCCCC1 | -2% | 8%[7.66 µM] | -1% | 0.7 | 7%[7.66 µM] | 1% | 9 | -6 | 4
O=C(COc1ccccc1)N1CCCCCCC1 | 0% | -12% | -10% | 1.7 | 11% | -2% | -7 | 8 | -2
Cc1cccc(-c2nc(CCNC(=O)c3ccco3)cs2)c1 | 26% | -5%&-8% | 2% | -3.0 | 3%&-7% | 15% | 55 | 0 | 5&-5
Cc1cnc(C(=O)OCC(=O)N=c2sccn2Cc2ccccc2Cl)cn1 | 1% | 12% | -1% | -2.2 | -18% | 0% | 14 | -3 | 4
COC(=O)c1ccc(COC(=O)C2CCN(S(=O)(=O)c3c(Cl)cccc3Cl)CC2)o1 | -2% | -9% | 2% | -3.9 | -4% | -4% | -2 | -3 | 1
CN1Cc2ccccc2CC1CNCc1c(C(=O)N2CCCC2)nc2ccccn12 (stereo not given) | 1% | 4% | -1% | -2.7 | 1% | -2% | 1 | 5 | -7
Cc1ccc(S(=O)(=O)N2CCN(C(=O)CCC(=O)OCC(=O)Nc3cccc(C#N)c3)CC2)cc1 | 0% | -1% | -8% | 1.6 | 4% | -3% | -25 | -1 | -2
CSc1oc(-c2ccc(F)cc2)nc1S(=O)(=O)c1ccccc1 | -2% | 0% | -7% | -0.4 | 3% | -14% | ? | · | 6

Screening results (PubChem BioAssay)
